S100A4 inh HTS = blocks human S100A4 binding to myosin IIA peptide | P26447 | S100A4/TAMRA-MyoIIA peptide fluorescence polarization | inhibition, % at 10.7 µM | 0.14% of 360,000 active | AID 652163;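 active = mean inhibition of at least 70% across replicates, with every replicate also reaching that level; inconclusive = mean inhibition reaches 70% but some replicates fall short; inactive = mean inhibition below 70%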
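Material: S100A4 monomer (human). Medium: Calcium-containing HEPES buffer, pH 7.2. Probe or stimulus: labelled myosin peptide probe, 5 nM. Compound dosing: one concentration per compound. Timing: polarization read 5 min after assay mix addition, stable 5–60 min. Benchmarks: DMSO as neutral control, TFP as positive control.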
SIRT5 block = blocks human SIRT5 desuccinylation of peptide; 1.1% of 330,000 active; inhibition, % at 15 µM; Purified SirT5, succinyl-peptide AMC, trypsin-coupled fluorescence; Q9NXA8; AID 652115; in the data active = inhibition above about 15%; inconclusive = no clear call, values can overlap the other calls
ERp5 block = blocks human ERp5 reductase activity on insulin. Q15084. ERp5 insulin aggregation, absorbance 650 nm, 90 min. inhibition, % at 9.99 µM. 0.05% of 350,000 active;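 active = mean replicate inhibition above about 25%, with every replicate also reaching it, limit read from the data, passing the limit was not always enough; inconclusive = only one of those two criteria met; inactive = neither criterion met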
Statin myotox sup = suppression of simvastatin myotoxicity | 0.78% of 330,000 active | rescue of ATP level, % at 7.49 µM | AID 602340 | C2C12 myotubes + simvastatin, ATP luminescence, 48 h; scaled: DMSO 0, geranylgeraniol control 100;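 active = mean ATP rescue above about 67%, or every replicate alone reaching that limit, limit read from the data, passing the limit was not always enough; inconclusive = no clear call, values can overlap the other calls; inactive = mean under the limit and some replicate under it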;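 also: myotubes were challenged with 10 µM simvastatin during compound exposure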
E-selectin induc = induces E-selectin expression in human endothelial cells. AID 686992. 0.37% of 260,000 active. activation, % at 7.58 µM. HUVEC E-selectin immunofluorescence imaging; normalized: neutral wells 0, TNF-alpha wells 100. P16581;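 active = mean E-selectin-positive cell signal at least 10% of the positive control, reached in at least 60% of replicates, without over 20% cell loss; inconclusive = no rule given, readout overlaps actives, possibly toxicity-flagged; inactive = the rest, including those meeting only one limit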;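 also: in these data hits start at about 27%; measured in HUVEC primary endothelial cells; signal is the percent of cells scored E-selectin positive by PE staining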
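assay system = HUVEC, human umbilical vein endothelial cells | input = 3,000 HUVEC seeded per well | medium = EGM-2 growth medium on 0.1% gelatin-coated wells | dosing = one compound dose added by pin transfer | signal = immunofluorescence imaging | read-out basis = % PE-positive cells | control set = TNF-alpha, DMSO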
PglD DTNB = blocks C. jejuni PglD acetyltransferase activity. inhibition, % at 12.5 µM. 0.098% of 360,000 active. purified PglD enzyme, DTNB colorimetric CoA detection; in the data active = inhibition above about 16%, passing the limit was not always enough; inconclusive = no clear call, values can overlap the other calls; also: strong numbers were not always called active
DENV2 CPE rescue = protects cells from dengue virus 2 cytopathic effect | 1.7% of 350,000 active | DENV2-infected cells, cytopathic effect rescue, plate reader | AID 651640 | CPE inhibition, % at 9.99 µM; in the data active = CPE inhibition above about 20%, passing the limit was not always enough; inconclusive = no clear call, values can overlap the other calls; tested in BHK-21 cells;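 also: 0% = median of neutral control wells and 100% = median of positive control wells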
* hit, by the source's call; ? = inconclusive; . = not tested or not shown; & = joins results of further samples; ! = a repeat was not active.

SMILES	S100A4 inh HTS	SIRT5 block	ERp5 block	Statin myotox sup	E-selectin induc	PglD DTNB	DENV2 CPE rescue
Cc1cc(NC(=O)CCC(=O)N(c2ccc(F)cc2)C(C(=O)NC2CCCC2)c2ccccc2)no1 (configuration not stated)	1	1	3	2	-1.1	2	3
N[C@@H](Cc1cc(I)c(Oc2ccc(O)c(I)c2)c(I)c1)C(=O)O	-1	0	-1	-4&1	1.1	7&2	-7
C[C@@H]1CN([C@@H](C)CO)S(=O)(=O)c2ccc(-c3cccc(F)c3)cc2O[C@@H]1CN(C)C(=O)C1CC1	-1	-1	-1	9	-0.4	-1	2
c1ccc(CSc2nnc(Cc3ccccc3)o2)cc1	27	-4	-6	.	.	.	?
Fc1ccc(/C=N/Nc2cc(N3CCOCC3)ncn2)cc1	-3	-6	4	1	.	1	0
C[C@H](CO)N1C[C@H](C)[C@@H](CN(C)C(=O)Nc2ccccc2)Oc2c(NS(=O)(=O)c3ccccc3)cccc2C1=O	44&-3	1&-1	-3&1	-30&3	0.5	3&4	25*!
O=C(NCc1cccnc1)Nc1ccccc1C(F)(F)F	-3	-2	6	-6	3.9	1	5
CCOC(=O)N(C)c1c(CC)nc2c(OCc3ccccc3C(=O)OC)cccn12	-1	2	-1	12	1.0	4	-2
CCOC(=O)C(=O)NNc1ccc(F)cc1	15	1	1	.	-0.4	2	18
CC(=O)c1cccc(NC(=O)CSc2nc(C3CC3)nc3ccccc23)c1	-3	-2	0	-1	.	-9	12
CCCCN(C(=O)CSc1nnc(-c2ccccc2)o1)c1c(N)n(CCC)c(=O)[nH]c1=O	-1	0	-2	5	.	3	79*
Cc1ccccc1-c1ccc([C@@H]2[C@@H](CO)N3C(=O)CN(C(=O)c4ccncc4)C[C@@H]23)cc1	-16	-1	-7	.	0.1	.	-14
Cc1cc(C)n(-c2ncccc2[N+](=O)[O-])n1	-2	2	0	5	1.2	2	7
Cc1ccc2c(C)c(C(=O)N3CCN(Cc4ccc5c(c4)OCO5)CC3)oc2c1C	0	3	3	9	.	-6	3
Cc1cc(SCC(=O)N/N=C/c2ccc(O)cc2O)c(C)cc1Br	1	0	-22	17	.	-2	.
COc1ccc(OCC(=O)N/N=C/C=C/c2ccccc2)cc1	0	0	-5	.	1.2	.	4
CC(=O)N(C)C[C@@H]1Oc2ncc(C#CCc3ccccc3)cc2C(=O)N([C@H](C)CO)C[C@@H]1C	-9	-3	-7	-7	-0.5	0	1
CO[C@H]1CN(C)C(=O)c2cc(NC(C)=O)ccc2OC[C@H](C)N(C(=O)C2CCCCC2)C[C@@H]1C	8	0	0	1	0.0	0	-1
C[C@H](CO)N1C[C@H](C)[C@@H](CN(C)Cc2ccc(F)cc2)Oc2cc(C#CCN(C)C)ccc2S1(=O)=O	-7	2	2	-64	0.1	0	-3
CC(C)NC(=O)N[C@H]1CC[C@@H](CC(=O)O)O[C@H]1CO	3	1	1	-1	0.5	1	0
CCOC(=O)C1=C(O)C(=O)NC(c2ccccc2)=C(OC2CCCCC2)C1	10	-7	-4	.	-0.7	.	?
O=C(NC(=S)Nc1ccccc1N1CCCC1)c1ccco1	-10	1	5	.	.	4	6
Cc1ccc(NC(=S)N2CCc3[nH]c4ccccc4c3C2)cc1	0	-4	7	.	.	-8	-4
CC=Cc1ccc2n(c1=O)C[C@H]1[C@H](CO)[C@@H](C(=O)NCC3CC3)N(Cc3ccccc3)[C@@H]21 (mixture of isomers)	-14	1	2	2	-0.2	-2	6
CCOC(=O)/C(=C/Nc1ccc(F)cc1)[N+](=O)[O-]	-2	-1	3	10	.	.	-1
COc1ccc(-c2sc3ccccc3c2/C=C/c2ccc(OC)c(OC)c2)cc1	-5	-1	4	9	-0.1	2	3
Cc1ccc2c(c1)c(-c1ccccc1)nc1nnnn12	-3	-4	-2	-9	1.4	.	-4
O=c1[nH]c(Cc2ccc(Cl)cc2)nc2ccccc12	2	-5	2	.	.	.	-3
Cc1cccc(NC(=O)CN2CCN(C(=O)C(C)Oc3ccc(C#N)cc3)CC2)c1C (configuration not stated)	1	-5	-1	2	-0.4	2	5
Cc1[nH]c2ccc(F)cc2c1CCN(Cc1ccco1)C(=S)NC(C)(C)C	-9	-2	3	.	3.9	.	-1
COc1ccc(NC(=O)CSc2nccn2Cc2ccccc2)c(OC)c1	3	0	-1	4	-0.7	-1	8
COc1ccc(C)cc1NC(=O)CCCN1C(=O)CCC1=O	-3	-3	-1	4	.	2	-9
CCCn1c(CN2CCN(C(=O)OCC)CC2)nc2cc(NC(C)=O)ccc21	5	17*	2	-5	-0.1	-3	8
Cc1ncsc1CCOC(=O)c1ccccc1	0	-4	0	.	.	.	?
Cc1ccc(C2c3[nH]c4ccccc4c3C[C@H]3C(=O)N(c4ccccc4C(=O)N4CCC[C@H]4C(=O)O)C(=O)N23)cc1 (some centres not stated)	1	.	5	12	.	1	-10
COc1ccc(C(=O)C2CCCN(C(=O)c3ccoc3C)C2)cc1F (configuration not stated)	1	1	-2	41	0.3	-1	5
O=C(Nc1ccccc1F)c1oc2ccccc2c1NC(=O)C1CC1	0	-2	7	-36	.	3	5
O=S(=O)(/C=C/c1ccccc1)N1CCN(c2nc(-c3ccccc3)nc3ccccc23)CC1	-1	-5	-3	1	-0.1	.	1
O=C(NCCCCNCCCNC(=O)c1ccccc1)c1ccccc1	-15	-1	0	7	.	-4	-13
C[C@H](NC(=O)C[C@@H]1C[C@H]2c3cc(N(C)C)ccc3O[C@H]2[C@@H](CO)O1)c1ccccc1	-2	-6	3	2	0.1	-1	1
Cc1cc2nc(-c3cccc(Br)c3)c(CC3CCCCC3)n2c(C)c1Br	0	2	-1	.	-0.1	.	9
CC(C)NC(=O)C1(C)CCN1C(=O)c1ccc(F)c(Cl)c1 (configuration not stated)	-4	.	-4	2	.	3	0
COc1cc2ccccc2cc1C(=O)Nc1ccccc1C	4	-5	1	-27	.	-1	3
O=C(N=C1SC2CS(=O)(=O)CC2N1Cc1ccc(F)cc1)C1CC1 (configuration not stated)	-7	-3	1	-5	.	-1	-1
CC(C)OC(=O)c1cc2c(=O)[nH]c(C(Cl)(Cl)Cl)nc2o1	-1	-6	-2	.	0.0	.	-8
CCOCCCNC(=O)Cc1ccc(-n2c(CC)nc3cccnc32)cc1	1	-3	2	6	0.0	-2	-6
CN1C(=O)c2cc(NC(=O)c3ccccc3Cl)ccc2OC[C@@H]2O[C@H](CC(=O)NCC(F)(F)F)CC[C@H]21	-5	3	-4	15	0.1	9	0
CC(C)CN1C(=O)c2ccc(C(=O)Nc3ccccn3)cc2C1=O	.	.	.	3	0.8	2	.
O=C(COC(=O)C12CC3CC(CC(O)(C3)C1)C2)Nc1ccc(Br)cc1F	-1	-3	0	2	0.4	-4	?
CC(=O)Nc1ccc(Nc2ncnc3c2nnn3Cc2ccccc2Cl)cc1	-2	-6	2	-9	0.2	-6	0

Following part.
SMILES	S100A4 inh HTS	SIRT5 block	ERp5 block	Statin myotox sup	E-selectin induc	PglD DTNB	DENV2 CPE rescue
CC(=O)c1c(OCC(=O)N(C)C2CCCCC2)ccc2c(C)cc(=O)oc12	0	1	0	7	.	5	0
CN1CCN(C(=O)C[C@@H]2CC[C@@H]3[C@H](COC[C@@H](O)CN3C(=O)C3CCOCC3)O2)CC1	-25	1	5	-12	-0.2	-5	-3
COc1ccc(NC(=O)Nc2ccc3c(c2)[C@@H]2C[C@H](CC(=O)NC4CCCC4)O[C@@H](CO)[C@@H]2O3)cc1	5	4	5	2	1.1	0	-8
Cc1cccc(NS(=O)(=O)c2ccc(-n3cccn3)cc2)c1C	-11	0	-1	22	.	-1	1
N/C(=N\OC(=O)CCC1CCCC1)c1ccc(Br)cc1	6	1	-1	1	-0.5	-1	-2
C[C@@H]1CN([C@H](C)CO)C(=O)c2cc(NC(=O)CCCN(C)C)ccc2O[C@@H](C)CCCCO[C@H]1CN(C)C(=O)Nc1ccccc1	2	-5	-2	.	-0.1	0	-4
CC(=O)Nc1ccc2c(c1)C(=O)N(C)[C@@H]1CC[C@H](CC(=O)NC3CCCCC3)O[C@H]1CO2	.	.	.	15	0.2	4	-4
Cn1c(=O)cc(SCC(=O)NCc2ccc(F)cc2)c2ccccc21	-6	5	1	.	-1.2	.	-2
COc1ccc(NC(=O)Nc2cccc3c2O[C@@H](CN(C)S(=O)(=O)c2cccs2)[C@H](C)CN([C@@H](C)CO)C3=O)cc1	5	-1	.	.	0.1	-1	-13
Cc1ccc(-c2ccc([C@H]3[C@H](CO)N4CCCCN(C)C[C@@H]34)cc2)cc1	-13	-3	8	.	-0.2	1	2
O=C(Nc1nccs1)c1cc(-c2ccco2)nc2ccccc12	-1	5	-2	.	.	.	-3
COc1ccc(N2C(=NC(=O)C3CCCCC3)SC3CS(=O)(=O)CC32)c(OC)c1 (configuration not stated)	4	-2	.	2	.	4	6
O=C(/C=C/c1ccco1)NCC1COc2ccccc2O1 (configuration not stated)	-2	2	1	6	-0.8	-1	4
O=C(NCc1ccco1)c1ccc2sc([C@H]3C[C@H](O)[C@@H](CO)O3)nc2c1	-12	-7	2	15	1.1	-6	-4
COc1cc(CCCN2CCNC[C@@H]2C(C)O)cc(OC)c1OC (some centres not stated)	-3	.	0	-7	0.0	-1	2
CSc1ccccc1NC(=O)CN(C)C(=O)c1c(C)nn(Cc2ccccc2)c1C	11	-5	11	-8	0.8	6	10
O=S(=O)(c1cccc(F)c1)N1CCN(Cc2ccc(OCCO)cc2)CC1	1	2	1	.	.	1	-10
CO[C@H](CN(C)C(=O)c1ccc2c(c1)OCO2)[C@H](C)CN([C@@H](C)CO)S(=O)(=O)c1ccccc1	-3	-2	-4	3	0.1	2	6
O=C(CNC(c1ccccc1)c1ccccc1)Nc1ccccc1F	2	1	0	-24	4.3	3	0
O=c1[nH]c(/C=C/c2ccccc2Cl)nc2ccccc12	0	-6	2	-32	0.0	-4	-4
COc1ccc([N+](=O)[O-])cc1N(CC(O)CN(C)C)S(=O)(=O)c1ccccc1 (configuration not stated)	1	-2	4	0	-0.8	-5	17
CCOC(=O)c1ccc(Nc2cnc3ccccc3n2)cc1	-5	3	4	.	.	.	1
O=C(COc1ccc(Br)cc1Cl)NC1CCN(Cc2ccccc2)CC1	-2	-4	3	-9	-0.4	-3	18
CCOC(=O)/C=C1\SCC(=O)N1CC(=O)NC(C)c1ccc(F)cc1 (configuration not stated)	-15	.	2	.	0.3	.	0
Cc1ccc2c(CN3CCN(c4ccccc4F)CC3)cc(=O)oc2c1	0	9	2	15	-0.1	-4	13
CCN(c1ccccc1)S(=O)(=O)c1ccc(NC(=O)c2ccco2)cc1	3	-3	1	.	-1.8	.	6
Cc1c(C(=O)NCc2ccc3c(c2)OCO3)sc(=O)n1Cc1ccc(S(C)(=O)=O)cc1	13	.	-10	19	.	-2	0
COc1ccccc1NC(=O)CCC(=O)OCc1cccc([N+](=O)[O-])c1	-2	0	-2	13	.	.	1
COc1ccc(CN(C)C[C@H]2Oc3ccc(NS(=O)(=O)c4ccc(F)cc4)cc3C(=O)N([C@H](C)CO)C[C@@H]2C)cc1	25	0	-7	12	-11	-2	?
COc1cc(N=Nc2cccc(S(N)(=O)=O)c2)c2ccccc2c1N	-21	-6	-2	25	-0.1	4	6

Compound activity as filed in PubChem.

These rows are one share of the data; count on the stated rates, not on these rows.
